Mtb FBA inh – inhibitors of M. tuberculosis fructose-bisphosphate aldolase | P9WQA3 | purified M. tuberculosis FBA, fluorescence read-out | inhibition, % at 1 µM | 360,000 compounds, 2.3% hits; in the data active means inhibition above about 27%;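 further: 0% = vehicle and 100% = reference inhibitor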
PfHsp40 rescue – compounds rescuing yeast from Plasmodium falciparum HSP40 toxicity; S. cerevisiae expressing PfHsp40, growth rescue, ATP luminescence; growth rescue, % at 12.5 µM; 340,000 compounds, 0.68% hits; AID 504582; in the data active means growth rescue above about 28%, passing the limit was not always enough; inconclusive means no clear call, values can overlap the other calls;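 further: yeast W303a lacking pdr1 and pdr3 grown in galactose medium; growth measured after three days at 30 °C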
Mtb UGM inh – blocks M. tuberculosis UGM enzyme | P9WIQ1 | purified UGM, fluorescence polarization probe displacement | inhibition, % at 10 µM | 320,000 compounds, 0.06% hits | AID 504406; in the data active means inhibition above about 10%, passing the limit was not always enough; inconclusive means no clear call, values can overlap the other calls
GDH-TPI counter – GDH-TPI coupled enzyme inhibition counter-screen; AID 588335; GDH-TPI coupled enzyme counterscreen, NADH absorbance; inhibition, % at 4.8 µM; 360,000 compounds, 1.2% hits; in the data active means inhibition above about 30%;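 further: 0% = DMSO wells and 100% = wells lacking the enzyme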
Vc quorum ag – induces V. cholerae light production without autoinducers; V. cholerae BH1578 lux reporter, luminescence, 6 h; activation, % at 18.7 µM; 350,000 compounds, 0.16% hits; in the data active means activation mostly above about 9.7%, no sharp cut-off; inconclusive means no clear call, values can overlap the other calls; inactive means mostly below about 3.7%; further: not every result past the cut was called active; inactives centre near 0; reference of the scale not given here
FadD28 FP inh – blocks FadD28 binding to the bisubstrate probe; inhibition, % at 12.5 µM; AID 588549; 360,000 compounds, 0.22% hits; fluorescence polarization; in the data active means inhibition above about 8.5%, passing the limit was not always enough; inconclusive means no clear call, values can overlap the other calls
Y pestis TopoI – inhibitors of Yersinia pestis topoisomerase I | Y. pestis Topo-I cleavage product accumulation, plate reader | activity, % at 10 µM | 360,000 compounds, 0.064% hits; in the data active means activity above about 50%, passing the limit was not always enough; inconclusive means no clear call, values can overlap the other calls; further: inactives centre near 2
TcdB inh – blocks C. difficile toxin B glycohydrolase activity. P18177. TcdB glycohydrolase enzymatic assay, plate reader. inhibition, % at 9.99 µM. 350,000 compounds, 0.24% hits. AID 652162; in the data active means inhibition above about 10%
Target sequence (P18177 whole entry, looked up): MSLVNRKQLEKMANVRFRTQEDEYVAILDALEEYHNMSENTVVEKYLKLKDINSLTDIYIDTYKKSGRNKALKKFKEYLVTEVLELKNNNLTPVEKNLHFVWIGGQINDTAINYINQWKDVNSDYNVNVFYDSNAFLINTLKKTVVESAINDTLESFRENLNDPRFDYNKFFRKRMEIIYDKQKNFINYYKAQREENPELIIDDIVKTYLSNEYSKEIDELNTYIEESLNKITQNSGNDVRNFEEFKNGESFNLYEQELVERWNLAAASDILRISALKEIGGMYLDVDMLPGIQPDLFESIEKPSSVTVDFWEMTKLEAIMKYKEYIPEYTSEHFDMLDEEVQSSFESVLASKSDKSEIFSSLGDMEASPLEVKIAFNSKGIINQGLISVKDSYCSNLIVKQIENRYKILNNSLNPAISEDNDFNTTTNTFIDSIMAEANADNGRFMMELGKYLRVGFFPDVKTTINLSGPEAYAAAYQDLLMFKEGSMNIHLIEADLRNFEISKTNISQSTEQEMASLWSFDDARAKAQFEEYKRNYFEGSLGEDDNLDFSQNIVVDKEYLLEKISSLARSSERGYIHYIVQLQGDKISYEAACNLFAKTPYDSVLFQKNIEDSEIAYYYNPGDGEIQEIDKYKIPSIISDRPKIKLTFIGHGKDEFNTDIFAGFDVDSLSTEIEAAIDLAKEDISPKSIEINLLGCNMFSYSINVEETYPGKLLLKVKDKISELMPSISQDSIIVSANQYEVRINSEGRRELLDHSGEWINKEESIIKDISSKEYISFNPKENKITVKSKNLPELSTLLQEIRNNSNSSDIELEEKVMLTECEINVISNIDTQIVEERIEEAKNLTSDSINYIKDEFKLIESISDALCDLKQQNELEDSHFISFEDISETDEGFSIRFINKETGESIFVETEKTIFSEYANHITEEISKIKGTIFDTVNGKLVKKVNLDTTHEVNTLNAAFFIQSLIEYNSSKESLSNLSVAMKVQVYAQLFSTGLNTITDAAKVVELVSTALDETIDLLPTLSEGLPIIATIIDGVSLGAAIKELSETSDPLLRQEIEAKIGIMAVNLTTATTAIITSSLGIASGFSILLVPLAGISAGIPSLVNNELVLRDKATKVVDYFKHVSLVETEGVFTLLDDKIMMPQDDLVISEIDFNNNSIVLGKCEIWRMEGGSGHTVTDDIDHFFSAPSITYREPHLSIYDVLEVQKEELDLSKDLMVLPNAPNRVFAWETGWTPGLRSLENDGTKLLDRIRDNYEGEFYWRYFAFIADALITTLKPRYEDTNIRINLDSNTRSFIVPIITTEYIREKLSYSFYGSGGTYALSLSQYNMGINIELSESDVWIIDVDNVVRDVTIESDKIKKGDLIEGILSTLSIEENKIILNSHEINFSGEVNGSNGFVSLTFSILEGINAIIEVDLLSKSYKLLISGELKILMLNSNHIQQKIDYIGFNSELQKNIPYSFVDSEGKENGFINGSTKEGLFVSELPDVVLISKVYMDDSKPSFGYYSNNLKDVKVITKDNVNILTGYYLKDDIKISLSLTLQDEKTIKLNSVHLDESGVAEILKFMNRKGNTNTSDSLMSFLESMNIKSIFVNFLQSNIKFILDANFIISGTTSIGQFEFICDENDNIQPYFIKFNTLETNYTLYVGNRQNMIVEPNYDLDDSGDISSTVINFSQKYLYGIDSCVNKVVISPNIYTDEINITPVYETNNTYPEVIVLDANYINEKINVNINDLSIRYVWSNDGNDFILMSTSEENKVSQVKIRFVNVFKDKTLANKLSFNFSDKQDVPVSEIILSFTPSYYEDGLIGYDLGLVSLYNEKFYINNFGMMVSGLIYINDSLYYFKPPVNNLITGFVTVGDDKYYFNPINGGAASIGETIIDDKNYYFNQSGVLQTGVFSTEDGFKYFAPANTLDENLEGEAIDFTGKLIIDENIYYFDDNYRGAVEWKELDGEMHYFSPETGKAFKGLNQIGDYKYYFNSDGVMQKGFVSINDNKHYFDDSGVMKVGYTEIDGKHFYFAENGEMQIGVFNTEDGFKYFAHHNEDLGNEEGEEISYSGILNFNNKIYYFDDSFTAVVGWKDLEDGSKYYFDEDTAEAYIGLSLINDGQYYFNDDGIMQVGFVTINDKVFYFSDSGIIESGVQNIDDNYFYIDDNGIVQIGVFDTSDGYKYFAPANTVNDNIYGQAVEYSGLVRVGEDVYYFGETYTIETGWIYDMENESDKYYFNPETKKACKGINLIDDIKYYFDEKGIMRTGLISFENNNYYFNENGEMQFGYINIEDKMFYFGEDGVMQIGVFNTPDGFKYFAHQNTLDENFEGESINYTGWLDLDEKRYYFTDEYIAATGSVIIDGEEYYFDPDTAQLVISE
Mtb BioA inh – BioA (M. tuberculosis) enzyme inhibition; purified M. tuberculosis BioA enzyme, plate reader; inhibition, % at 9.99 µM; 360,000 compounds, 0.096% hits; AID 602481; in the data active means inhibition above about 40%; inconclusive means no clear call, values can overlap the other calls
Numbers without * were called inactive; i = inactive; ? = inconclusive; . = no result given; & = joins results of further samples. Rows are unselected. Share with any hit: about 4.6%.

SMILES	Mtb FBA inh	PfHsp40 rescue	Mtb UGM inh	GDH-TPI counter	Vc quorum ag	FadD28 FP inh	Y pestis TopoI	TcdB inh	Mtb BioA inh
C=CCn1c(SCC(=O)NCC(=O)OCC)nnc1-c1cccc(OC)c1	1	-1.2	0.1	6	-0.5	-1.0	0	.	0.2
Cc1csc(NC(=O)c2sccc2C)n1	3	-1.7	1.5	3	0.8	-1.2	-10	0.5	2.3
COc1ccc(/C=N/NC(=O)c2[nH]ncc2Br)c(OC)c1	0	-1.4	0.7	25	i	0.7	6	.	1.7
Cc1onc(-c2ccccc2)c1C(=O)NCc1ccccc1F	2	-0.3	1.4	6	-0.2	-0.3	-5	0.1	10
CC1(C)CC(=O)/C(=C(\O)c2ccccc2)C(=NCCc2ccccc2)C1	4	0.2	-1.1	6	0.2	-0.7	9	-3.6	3.8
O=P(Cc1cccc[n+]1[O-])(c1ccccc1)c1ccccc1	-14	0.7	0.3	-15	i	-2.9	5	.	-0.8
CCCOc1ccc([C@@H]2C3CN(C(=O)OCC)CC=C3C(C#N)=C(N)C2(C#N)C#N)cc1OC (some centres undefined)	4	-0.1	-1.2	10	-0.3	0.0	-9	-1.3	.
CC(=O)C1=C(O)C(=O)N(c2ccccn2)C1c1ccc(C)cc1 (centres undefined)	7	-0.3	0.9	26	-13	0.6	-6	0.9	-1.3
COc1ccc(C(O)c2nc(-c3cccc(CO)c3)cs2)cc1 (centres undefined)	2	.	.	12	i	-3.0	-1	-8.4	1.6
COc1ccc(OCCCC(=O)NC(C)c2ccccc2)cc1 (centres undefined)	1	0.5	-2.7	-5	i	-0.3	0	.	-0.6
O=C(OCc1ccc([N+](=O)[O-])cc1)C1CC(=O)N(CCc2ccccc2)C1 (centres undefined)	3	-0.9	2.1	5	0.9	-1.6	15	0.6	5.2
CCN(CC(=O)NC)S(=O)(=O)c1ccc(C)cc1	6	-1.3	0.2	7	2.6	-1.3	-5	.	-2.4
Cc1cccc(NC(=O)COC(=O)Cc2cccc(C(F)(F)F)c2)c1C	-3	3.1	0.0	-3	-0.3	-2.7	6	0.5	9.7
O=c1[nH]c(-c2ccccc2F)nc2c1sc(=S)n2Cc1ccccc1	7	0.1	1.6	16	-0.3	-1.6	-9	-0.3	.
Cc1c(Cl)cccc1NS(=O)(=O)c1c(C(=O)N2CCOCC2)c(C)n(C)c1C	1	-0.2	-2.2	9	0.5	-2.1	-3	0.8	-2.0
CC1(C(=O)O)CCCN1C(=O)c1cccc(OC(F)(F)F)c1 (centres undefined)	-4	.	.	-2	0.1	-2.8	4	0.6	-0.1
CC(=O)/C=C/c1ccccc1	-1	0.0	.	8	-0.4	-3.6	8	0.3	0.2
CC(=O)c1ccc(N=Nc2c(C)[nH]n(-c3ccccc3)c2=O)cc1	0	-0.4	0.1	10	0.7	2.4	8	-0.6	4.6
COc1ccccc1C#CC1=CC(=O)CC(C)(C)C1	0	.	.	21	-0.1	-1.4	12	0.1	2.2
Cc1cccc(NC(=O)CCC(=O)OCC(=O)c2ccc(Oc3ccc([N+](=O)[O-])cc3)cc2)c1	0	-1.2	1.5	18	-0.1	1.1	3	0.4	.
Cn1nc(C(C)(C)C)cc1C(=O)N1CCCCC1c1cc(C(=O)NCc2ccc(F)cc2)no1 (centres undefined)	-1	.	.	3	0.4	-1.6	20	0.7	1.1
Cc1ccnc(SCC(=O)Nc2oc(-c3ccccc3)c(-c3ccccc3)c2C#N)n1	3	-0.9	-1.3	10	i	-0.4	-5	.	0.8
C[C@@H]1CN([C@H](C)CO)C(=O)Cc2cc(NC(=O)Nc3ccccc3)ccc2O[C@@H]1CN(C)Cc1ccc2c(c1)OCO2	-2	0.2	-0.6	-27	i	-3.9	0	0.5&0.3	-14&-2.6
Cn1c(CNC(=O)c2ccco2)nnc1SCC(=O)c1ccccc1	1	-0.4	-0.3	6	i	0.6	1	0.3	-5.9

Some of the entries above in another layout.
Values run as follows: Mtb FBA inh	PfHsp40 rescue	Mtb UGM inh	GDH-TPI counter	Vc quorum ag	FadD28 FP inh	Y pestis TopoI	TcdB inh	Mtb BioA inh
CCN(CC(=O)NC)S(=O)(=O)c1ccc(C)cc1
 : 6	-1.3	0.2	7	2.6	-1.3	-5	.	-2.4
Cc1cccc(NC(=O)COC(=O)Cc2cccc(C(F)(F)F)c2)c1C
 : -3	3.1	0.0	-3	-0.3	-2.7	6	0.5	9.7
O=c1[nH]c(-c2ccccc2F)nc2c1sc(=S)n2Cc1ccccc1
 : 7	0.1	1.6	16	-0.3	-1.6	-9	-0.3	.
Cc1c(Cl)cccc1NS(=O)(=O)c1c(C(=O)N2CCOCC2)c(C)n(C)c1C
 : 1	-0.2	-2.2	9	0.5	-2.1	-3	0.8	-2.0
CC1(C(=O)O)CCCN1C(=O)c1cccc(OC(F)(F)F)c1 (centres undefined)
 : -4	.	.	-2	0.1	-2.8	4	0.6	-0.1
CC(=O)/C=C/c1ccccc1
 : -1	0.0	.	8	-0.4	-3.6	8	0.3	0.2
CC(=O)c1ccc(N=Nc2c(C)[nH]n(-c3ccccc3)c2=O)cc1
 : 0	-0.4	0.1	10	0.7	2.4	8	-0.6	4.6
COc1ccccc1C#CC1=CC(=O)CC(C)(C)C1
 : 0	.	.	21	-0.1	-1.4	12	0.1	2.2
Cc1cccc(NC(=O)CCC(=O)OCC(=O)c2ccc(Oc3ccc([N+](=O)[O-])cc3)cc2)c1
 : 0	-1.2	1.5	18	-0.1	1.1	3	0.4	.
Cn1nc(C(C)(C)C)cc1C(=O)N1CCCCC1c1cc(C(=O)NCc2ccc(F)cc2)no1 (centres undefined)
 : -1	.	.	3	0.4	-1.6	20	0.7	1.1
Cc1ccnc(SCC(=O)Nc2oc(-c3ccccc3)c(-c3ccccc3)c2C#N)n1
 : 3	-0.9	-1.3	10	i	-0.4	-5	.	0.8

Next part
SMILES	Mtb FBA inh	PfHsp40 rescue	Mtb UGM inh	GDH-TPI counter	Vc quorum ag	FadD28 FP inh	Y pestis TopoI	TcdB inh	Mtb BioA inh
C/[N+]([O-])=C/c1c(OCc2ccc(Cl)cc2Cl)ccc2ccccc12	1	-1.0	-0.3	10	i	-1.8	3	-0.3	.
Cc1nc(NC2CCCCC2)c2nnn(Cc3ccccc3Cl)c2n1	0	5.0	0.6	12	0.1	-0.2	6	-0.2	-0.8
N#Cc1cccc2c1-c1ccccc1/C2=N/NC(N)=S	-2	2.0	-0.9	26	-0.5	-1.7	0	.	.
Clc1ccc(OCc2nnc(-c3ccccc3Br)o2)c(Cl)c1	2	0.5	0.1	11	-7.1	-1.2	7	0.6	-0.9
Cc1ccc(S(=O)(=O)c2c(C)cc(C)nc2Oc2cccc(C)c2C)cc1	2	1.2	0.2	3	-0.5	-0.6	26	.	0.5
COc1ccc(-c2ccc(-c3nc4c(c(=O)[nH]c(=O)n4Cc4ccccc4)n3C)o2)c([N+](=O)[O-])c1	-1	-1.3	0.1	4	0.8	1.0	5	-6.1	.
CC1(C)CCC/C(=C\c2ccccc2)C1=O	0	-0.6	1.0	5	0.4	-1.8	1	1.2	-0.4
Cc1nc(C(=O)Nc2ccc(Cl)cc2)sc1C1(C)CC(c2ccccc2)=NO1 (centres undefined)	3	-1.3	0.3	-2	i	-5.9	6	0.2	0.0
CCOC(=O)c1sc(NC(=O)CSc2nnc(-c3ccco3)o2)c(C(=O)OCC)c1C	0	-0.3	3.1	2	-0.1	0.6	-6	.	-2.8
NCCC1CCCC(CCN)N1 (centres undefined)	0	-1.7	-3.1	4	i	-1.1	1	2.1	-0.3
CN1CCN(S(=O)(=O)c2ccc(N3CCN(C(=O)c4ccccc4)CC3)nc2)CC1	1	-0.9	1.8	-6	i	-2.2	-9	1.6	-0.9
Cc1ccc(NC(=O)CN2C(=O)NC(C)(C3CC3)C2=O)cc1S(=O)(=O)N1CCCCC1 (centres undefined)	-1	0.7	-1.5	-3	i	-4.6	6	1.0	1.2
O=C(CNC1CCCCC1)NN=C(c1ccccc1)c1ccccc1	3	-0.7	0.0	1	.	-0.7	22	2.7	.
Nn1c(SCc2cccc(F)c2)nnc1-c1cccnc1	0	-0.2	4.8	-4	-0.9	-1.1	-2	-0.5	.
COc1cc(-c2nc(C(=O)NC3CCN(Cc4ccccc4)CC3)cc3c2[nH]c2ccccc23)cc(OC)c1OC	8	1.4	3.7	0	-0.1	-2.4	-1	.	-0.5
COC(=O)c1sc(S(=O)(=O)N2CCN(c3ccc(OC)cc3)CC2)c(C(=O)OC)c1C	0	-1.4	0.6	-3	i	-2.6	8	.	0.6
COc1ccc(C(O)c2nc(-c3cccc(O)c3)cs2)cc1 (centres undefined)	0	.	.	10	1.2	-3.9	2	2.5	1.9
CN(C)C(=O)Oc1ccc(OCc2n(C)c3ccccc3[n+]2C)cc1	2	-1.1	1.9	13	3.7	0.0	3	.	.
CCOCCn1c(CN2CCN(C)CC2)nc2c1c(=O)n(C)c(=O)n2C	3	?	-1.1	3	-0.3	0.1	-6	1.3	-1.5
Cc1cc(C)cc(-n2cc(C(=O)O)c(=O)cc2C)c1	2	-2.5	2.6	3	-0.5	-0.2	2	0.4	-0.4
CCNC(=O)NC1(C(=O)N2CCC(Cc3ccccc3)CC2)CCCCC1	0	-1.3	2.7	-4	-0.3	-3.1	0	1.3	-1.0
COc1ccc(NC(=O)CN(C)C(=O)c2cccc(NS(=O)(=O)c3ccc(Br)cc3)c2)cc1	-2	-1.0	3.1	2	-0.6	-2.0	25	16*	.
O=C1CC2(CCCC2)CC(=O)N1c1ccccc1	3	-0.1	1.6	7	i	-1.3	6	0.4	-2.7
CSc1nc(C)cc(C)c1C#N	11	-0.4	-0.3	-5	1.4	-0.1	-7	.	.
Cc1cc(C)n(-c2nc3ccccc3n3c(C)nnc23)n1	-1	0.2	0.2	0	i	-3.0	6	0.6	-0.1
O=C(Cc1n[nH]c(=O)[nH]c1=O)N/N=C/c1cccc(O)c1	1	-0.5	0.3	-4	11	0.1	-9	.	-1.0
COc1ccc(S(=O)(=O)N2CCOCC2)cc1NC(=O)CSc1nnc(C2CC2)n1N	-1	1.4	0.0	6	-0.3	-3.9	-4	-1.2	.
Cc1ccccc1CN(CC(=O)Nc1cccc([N+](=O)[O-])c1)S(=O)(=O)c1ccc(Cl)cc1	-3	3.1	1.3	10	0.3	-0.6	2	1.4	-1.2
CN1CCN(c2ccc(S(=O)(=O)N3CCCCC3)cc2NC(=O)/C=C/c2ccc(Cl)c([N+](=O)[O-])c2)CC1	-2	-0.6	0.7	-2	0.6	-7.3	-8	1.9	-2.4
COc1cc(/C=N\NC(=O)OC(C)(C)C)ccc1OC(=O)c1ccco1	1	0.1	-0.6	4	i	0.2	5	1.9	.
Cc1ccc(S(=O)(=O)N(CC(=O)O)Cc2ccccc2)cc1	0	-1.1	-1.6	3	0.5	-1.2	9	0.1	.
Cc1ccc(/C=N/NC(=O)c2nnn(-c3nonc3N)c2CSc2ccc(Cl)cc2)cc1	1	-0.3	-5.4	10	-0.3	-3.0	-1	1.1	0.3
Cc1cccc(NC(=O)CSc2ccc(C(N)=O)cc2[N+](=O)[O-])c1C	-3	-0.9	0.0	5	0.3	-2.2	-7	1.0	-1.5
COc1cccc(CNC(=O)c2ccc(NC3=NC4CS(=O)(=O)CC4S3)cc2)c1 (centres undefined)	-2	-0.9	-0.2	-14	-0.3	-3.1	-3	0.1	-1.4
CCOC(=O)c1ccc(NC(=O)CCc2nc(-c3ccc(Cl)cc3)no2)cc1	5	1.6	2.4	0	-2.6	-3.8	6	.	-4.2
CCOC(=O)c1ccc(N/N=C/c2cc(Br)cc([N+](=O)[O-])c2O)cc1	-1	-0.4	-2.1	6	-0.2	-3.3	-5	-1.1	-1.7
COc1cccc(CNC(=O)CN2C(=O)CCSc3ccc(S(=O)(=O)N4CCCC4)cc32)c1	0	-0.4	-1.1	7	-0.4	-0.5	-4	-0.3	-3.4
COc1ccc(N2CCN(S(=O)(=O)CCNS(=O)(=O)c3ccccc3)CC2)cc1	1	0.0	2.7	5	i	-1.7	8	0.9	-1.6
